PABP1 MLLE inh – inhibitors of PABP1 MLLE–PAM2 peptide binding, primary screen, biochemical, fluorescence polarization, FITC-PAM2, GST-MLLE; AID 588489, 2011; actives 0.36% (n = 360,000); inhibition, % at 20 µM; Polyadenylate-binding protein 1 (Homo sapiens), P11940; in the data active means inhibition above about 35%, passing the limit was not always enough;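 further: plate controls were DMSO wells with GST-MLLE for no effect and wells lacking GST-MLLE protein for full effect; some results filed as inactive read as strong as hits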
Target sequence (P11940 whole entry, looked up): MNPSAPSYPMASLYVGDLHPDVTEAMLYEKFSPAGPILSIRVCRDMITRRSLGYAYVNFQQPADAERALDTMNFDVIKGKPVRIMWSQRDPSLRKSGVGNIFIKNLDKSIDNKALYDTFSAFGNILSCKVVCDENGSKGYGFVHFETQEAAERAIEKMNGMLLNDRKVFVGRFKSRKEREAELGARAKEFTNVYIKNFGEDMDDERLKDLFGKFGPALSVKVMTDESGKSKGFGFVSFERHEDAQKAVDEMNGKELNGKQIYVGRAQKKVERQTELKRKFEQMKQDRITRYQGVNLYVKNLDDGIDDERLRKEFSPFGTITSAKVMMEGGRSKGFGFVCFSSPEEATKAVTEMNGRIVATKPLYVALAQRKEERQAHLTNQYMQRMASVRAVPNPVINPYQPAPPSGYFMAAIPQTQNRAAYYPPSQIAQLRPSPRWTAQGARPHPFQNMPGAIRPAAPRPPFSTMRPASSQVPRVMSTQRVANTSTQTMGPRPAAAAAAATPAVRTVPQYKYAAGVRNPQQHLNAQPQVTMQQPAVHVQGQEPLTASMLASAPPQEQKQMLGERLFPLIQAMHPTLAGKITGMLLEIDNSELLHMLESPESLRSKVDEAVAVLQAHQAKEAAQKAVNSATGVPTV
MT1-MMP act inh – blockers of MT1-MMP proenzyme processing, primary screen, HT1080 RFP-PRO-GFP cells, GFP/RFP fluorescence; AID 651647, 2012; GFP/RFP ratio fluorescence, overnight; percent of plate control window, DMSO zero; GFP/RFP ratio change, % at 20 µM; actives 0.061% (n = 360,000);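 active means GFP/RFP ratio change of at least 30% with cell ATP level not reduced by more than half and red fluorescence within 50% of control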; further: strong numbers were not always called active
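Assay system: HT1080 RFP-PRO-GFP cells. Benchmarks: DMSO vehicle wells and RFP-L50D-GFP reporter cell wells. Times: overnight cell settling, then overnight compound exposure, 37 °C, 5% CO2. Compound: 20 µM single dose, 1% DMSO. Read-out basis: GFP/RFP fluorescence ratio.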
Rpn11 block – Rpn11 (PSMD14) deubiquitinase inhibitors, primary screen, biochemical, fluorescence polarization, uHTS; calls only at 20 µM; human 26S proteasome, Ub4-pepOG fluorescence polarization; 20S core pre-blocked with epoxomicin; actives 0.59% (n = 360,000); 26S proteasome non-ATPase regulatory subunit 14 (Homo sapiens), O00487; AID 588493, 2011;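 active means inhibition at 20 µM, scaled to each plate's controls, above about 33%, limit read from the data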
Neddyl block – inhibitors of cullin neddylation, primary screen, biochemical, TR-FRET, uHTS, NAE and Ubc12. NEDD8-conjugating enzyme Ubc12 (Homo sapiens) + NEDD8-activating enzyme E1 regulatory …. calls only at 25 µM. actives 0.58% (n = 360,000). AID 651699, 2012; in the data active means inhibition above about 36%
Rin1-Abl PPI inh – inhibitors of Rin1-Abl protein binding, primary screen, biochemical, TR-FRET; Tyrosine-protein kinase ABL1 (Homo sapiens) + Ras and Rab interactor 1 (Homo sapiens), …; inhibition, % at 7.35 µM; actives 0.4% (n = 360,000); in the data active means inhibition above about 5%, passing the limit was not always enough
SKN-1 block – suppressors of acrylamide-induced Pgst-4::GFP reporter in worms, primary screen, SKN-1 inhibitor project, whole organism, uHTS, GFP/RFP fluorescence ratio, strain VP596; C. elegans VP596 Pgst-4::GFP/RFP ratio, 24 h; inhibition, % at 21.8 µM; actives 0.49% (n = 360,000);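 active means interference check ratio from 0.5 to 1.5 plus GFP to RFP signal ratio inhibition reaching or exceeding a fixed threshold, cut at about 30% in these data, passing the limit was not always enough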; further: some compounds called inactive have numbers as strong as hits
FAS-TE inh – FAS thioesterase domain inhibitors, primary screen, biochemical, fluorescence intensity, uHTS; Fatty acid synthase (Homo sapiens), P49327; recombinant FAS-TE, OMFH fluorogenic substrate, fluorescence endpoint; inhibition, % at 15 µM; actives 0.67% (n = 360,000);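 active means compounds whose normalised, plate-corrected inhibition of enzyme fluorescence in the single-dose primary screen is 50% or more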;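 further: 0% = DMSO with enzyme and 100% = substrate without enzyme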
CSN inh – inhibitors of CSN-mediated cullin deneddylation, primary screen, biochemical, fluorescence polarization, uHTS. Purified CSN, SCF-Nedd8-OG deneddylation. inhibition, % at 12.5 µM. actives 0.38% (n = 360,000). COP9 signalosome complex subunit 5 (Homo sapiens), Q92905;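 active means pattern-corrected inhibition above about 35%, with an unprinted fluorescence ratio check between 0.5 and 1.5, limit read from the data, passing the limit was not always enough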;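 further: 0% = enzyme with substrate and 100% = substrate without enzyme; some results filed as inactive read as strong as hits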
Target sequence (Q92905 whole entry, looked up, one chain of several): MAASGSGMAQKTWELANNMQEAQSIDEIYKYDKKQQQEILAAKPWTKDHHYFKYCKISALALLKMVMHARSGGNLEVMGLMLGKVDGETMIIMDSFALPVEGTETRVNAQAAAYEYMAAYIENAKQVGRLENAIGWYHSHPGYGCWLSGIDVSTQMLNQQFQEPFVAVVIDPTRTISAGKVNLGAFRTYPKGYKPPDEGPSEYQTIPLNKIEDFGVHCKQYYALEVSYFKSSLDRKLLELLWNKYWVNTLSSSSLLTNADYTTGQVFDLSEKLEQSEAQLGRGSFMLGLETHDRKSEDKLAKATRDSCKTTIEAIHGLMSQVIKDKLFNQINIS
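Assay system: HEK293T-derived human Csn5 enzyme; quantity: 0.24 nM enzyme; medium: Tris/NaCl/DTT buffer, pH 7.5; also added: substrate SCFSkp2-Nedd8OG, 10 nM; doses: 12.5 µM compound; schedule: 90 min reaction at room temperature; signal: FP; read-out: % inhibition of substrate cleavage by Csn5; benchmarks: substrate-only high control, full reaction low control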
NadD block – inhibitors of S. aureus NadD, primary screen, biochemical, colorimetric, uHTS; inhibition, % at 20 µM; purified NadD enzyme, colorimetric absorbance read-out; actives 0.78% (n = 360,000); Nicotinate-nucleotide adenylyltransferase NadD (Staphylococcus aureus N315); in the data active means inhibition above about 26%; further: some compounds past the cut are filed as inactive
An asterisk follows results filed as active; i = inactive; · = not tested or not shown; + = active, no number; & = joins results of further samples.

SMILES	PABP1 MLLE inh	MT1-MMP act inh	Rpn11 block	Neddyl block	Rin1-Abl PPI inh	SKN-1 block	FAS-TE inh	CSN inh	NadD block
COc1ccc(/C=C/C(=O)Nc2ccccc2C(N)=O)cc1S(=O)(=O)N1CCOCC1	-13.8	-3.5	i	i	-0.2	1.3	-4.3	4.5	-5.2
CN(CC(=O)NNC(=O)CNC(=O)c1ccccc1Cl)S(=O)(=O)c1ccc(Cl)cc1	6.8	1.9	i	i	2.3	13.7	-6.1	0.7	1.0
NC(=O)CCc1c[nH]c2ccccc12	5.3	3.9	i	i	1.2	14.4	-2.4	-2.7	3.9
CN1CCN(S(=O)(=O)c2cc([N+](=O)[O-])ccc2N/N=C/c2ccc(Cl)cc2)CC1	20.1	-1.0	i	i	-3.6	3.2	-0.7	-0.8	-0.2
COc1ccccc1N(O)C1CC(=O)N(c2ccc(F)cc2)C1=O (stereo unspecified)	20.5	-6.7	i	i	-2.9	-2.2	-1.4	3.4	0.0
CC(C)=CCC[C@](C)(O[C@@H]1O[C@H](CO[C@@H]2O[C@H](CO)[C@@H](O)[C@H](O)[C@H]2O)[C@@H](O)[C@H](O)[C@H]1O)C1CC[C@]2(C)C1C(=O)CC1[C@@]3(C)CC[C@H](O[C@H]4O[C@@H](CO)[C@H](O)[C@@H](O)[C@@H]4O)C(C)(C)C3CC[C@]12C (stereo partly specified)	2.2	-1.7	i	i	-0.9	6.7	-5.3	1.3	-9.2
Cc1ccc(C(=O)Nc2nnc(S(=O)(=O)N3CCC(C)CC3)s2)cc1	-9.6	0.0	i	i	0.2	2.4	-1.2	5.4	2.8
C=CCn1c(SC(C)C(=O)c2c(N)n(C)c(=O)n(C)c2=O)nnc1-c1ccoc1C (stereo unspecified)	-18.9	-4.1	i	i	4.2	4.1	-5.8	2.6	3.6
CC(C)C(NC(=O)c1ccc(C(C)(C)C)cc1)C(=O)Nc1cccc(S(N)(=O)=O)c1 (stereo unspecified)	-5.8	-1.9	i	i	-1.6	11.1	12.9	-1.8	-5.6
O=C(CCCn1cnc([N+](=O)[O-])n1)Nc1ccc(Cl)c(Cl)c1	-1.3	4.7	i	i	2.8	3.9	13.7	4.9	-3.3
Cc1ccc(C(C(=O)NCCc2ccccc2)N(C(=O)c2csnn2)C2CC2)cc1 (stereo unspecified)	7.4	-3.0	i	i	-1.8	8.3	6.8	-0.5	-1.3
CC1CCCC(NC(=O)c2nn(C)c3c2CS(=O)(=O)c2ccccc2-3)C1C (stereo unspecified)	-2.7	7.3	i	i	3.5	14.7	22.5	2.0	-1.9
CCCCC(=O)N(C)c1c(C)nc2ccc(C(=O)NCCN(C)C)cn12	4.5	0.5	i	i	-4.4	-4.7	-6.9	1.1	4.3
C/C=C/C(=O)N1CC2(CC(c3cccc(NC(=O)CC)c3)=NO2)C[C@H]1C(N)=O (stereo partly specified)	-7.3	-0.5	i	i	-0.3	-5.1	-10.5	-2.6	2.7
O=C(NNc1c2ccccc2nc2ccccc12)c1ccc(O)cc1	-103.4	26.8	i	i	-8.3	15.5	1.8	-1.1	4.1
Cc1cc2cc3c(cc2nc1SCC(=O)O)CCC3	6.1	-1.2	i	i	-8.0	10.8	-0.8	3.3	0.3
CC1CCN(S(=O)(=O)c2ccc(NC(=O)C3CC(=O)N(c4ccccc4)C3)cc2)CC1 (stereo unspecified)	-1.9	4.9	i	i	1.0	8.2	4.6	-1.6	-1.0
CCn1cc(C(=O)NCc2cccc(C(F)(F)F)c2)c(=O)c2ccc(C)nc21	12.7	5.5	i	i	1.4	14.2	0.6	5.0	-9.0
Cc1ccc(NC(=O)COC(=O)c2ccc(Br)o2)cc1S(=O)(=O)N1CCCCC1	3.1	1.8	i	i	-1.8	7.5	-4.7	-2.2	-5.1
CCN(CC)c1ccc(/C=C2\CCC(/C=C(/C#N)C(=O)Nc3ccccc3F)=C2N2CCOCC2)cc1	-56.1	62.2	i	i	-1.1	32.6	34.4	12.3	25.3
O=C(CNC(=O)c1ccccc1Br)N/N=C\c1cc([N+](=O)[O-])cc(Br)c1O	10.3	5.2	i	i	0.0	2.2	46.0	-1.8	8.0
O=C(NCc1ccc2c(c1)OCO2)c1cc2c(s1)CS(=O)(=O)C2	-6.2	2.2	i	i	0.4	7.8	-0.8	2.0	8.4
OC12CCCCC1C(c1ccc3c(c1)OCO3)N(Cc1ccccc1F)CC2 (stereo unspecified)	0.9	4.2	i	i	1.7	-1.5	-6.3	-1.8	-0.9
CN(C)c1ccc(CC(=O)N2CCCC(c3cc(C(=O)Nc4ccccc4)no3)C2)cc1 (stereo unspecified)	-5.9	0.0	i	i	-6.5	8.2	8.9	3.3	0.0
Cc1ccc(C(=O)N/C(=C\c2cccs2)c2nc3ccccc3[nH]2)cc1	2.2	5.2	i	+	-1.1	-0.4	1.3	-5.5	5.0
COc1ccc(/C=C/C(=O)OC2CCCCC2CN(C)C)cc1 (stereo unspecified)	10.9	-4.2	i	i	-2.8	-13.9	-6.1	-3.2	-5.8
COc1cccc(C(=O)Nc2cccc(-c3ccccc3)c2)c1	16.1	4.1	+	i	-0.7	8.7	26.2	-3.4	-9.0
CC(C)(C)NC(=O)C(c1ccc(-c2ccccc2)cc1)N(C[C@H]1CC[C@@H]([C@@H]2CC[C@H](CO)O2)O1)C(=O)c1ccccc1F (stereo partly specified)	-0.9	0.3	i	i	1.0	24.2	4.4	-2.8	5.4
N#CCSc1nc2c(cc1C#N)CCCCCC2	-1.3	3.5	i	i	-0.8	17.8	15.3	2.4	4.9
COCOCCn1cc(CN2CCS(=O)(=O)N(Cc3ccc(-c4ccncc4)cc3)C(CC(C)C)C2=O)nn1 (stereo unspecified)	-0.4	-0.5	i	i	-2.8	0.2	-4.0	-3.5	8.9
Cc1ccc(C)c(NC2=NCC(=O)N2c2ccc3c(c2)OCCO3)c1	1.7	-3.1	i	i	4.9	4.6	-6.4	2.3	-2.7
N#C/C(=C/c1ccc(Sc2nc3ccccc3[nH]2)o1)c1cccc(F)c1	-90.5	-5.9	i	i	-2.2	8.9	14.6	-0.2	1.2
Oc1ccccc1-c1nc2c3ccccc3c3ccccc3c2[nH]1	-5.4	4.0	i	·	-2.7	-8.8	21.7	-0.3	10.5
Cc1ccc(CCN2CCN=C2N(C)C)cc1	-12.9	3.5	i	i	-0.1	-5.3	-10.9	-2.9	-2.4
CC(=O)NC1CC2CCCC(C1)N2C(=O)Nc1cccc(C(C)=O)c1 (stereo unspecified)	4.3	1.4	i	i	2.5	11.8	-2.7	-2.9	-1.6
Cn1nc(C(C)(C)C)cc1N1C(=O)CCC1(C)C(=O)NCc1ccccc1 (stereo unspecified)	-3.2	6.1	i	i	0.4	-6.0	-13.1	-2.1	-6.7
CC1(C)CC=CC(COC(=O)c2ccccc2C(=O)O)C1 (stereo unspecified)	-14.8	-2.3	i	i	-0.2	-4.1	-3.4	-2.5	0.2
C=CC(COCc1ccccc1)N(CC(=O)OC)S(=O)(=O)c1cc(Br)ccc1OC (stereo unspecified)	2.0	1.4	i	i	4.1	-4.8	35.7	-1.0	-5.4
Cc1cccc(N2CCN(C(=O)CCS(=O)(=O)c3ccc4c(c3)oc(=O)n4C)CC2)c1C	6.0	5.4	i	i	5.5	-6.0	12.1	3.1	1.5
CCOC(=O)N1CCC(N2CCN(c3ccccc3)CC2)CC1	-7.6	-3.3	i	i	0.6	-7.5	-4.4	-0.8	-21.6
Cc1cc(=O)oc2c3c(cc(OCC(=O)NCCC(=O)O)c12)OC(C)(C)CC3	-3.5	1.5	i	·	-3.3	18.0	1.1	4.1	-6.7
CC1CCCC(C)N1C(=O)c1ccccc1Nc1ccc(SC(F)F)cc1 (stereo unspecified)	-1.7	-20.6	i	i	-1.7	-7.8	22.2	1.6	-5.7
CCOC(=O)N1CCC(N2C(=O)c3ccccc3C2Nc2cc(C)cc(C)c2)CC1 (stereo unspecified)	7.0	-2.4	i	i	-1.9	-6.8	5.2	0.1	2.3
CNCCOc1ccccc1-c1ccccc1	0.9	-2.7	i	i	2.2	7.8	-5.9	0.3	-4.5
Cc1ccc(NC(=S)N/C(=N/S(=O)(=O)c2ccccc2)c2ccccc2)cc1	19.4&35.0	0.7&1.7	i	i	-0.8&-1.1	6.6&3.3	-4.1&-6.5	6.2&-0.7	-3.0&-1.1

Three entries already listed, arranged by molecular weight, high to low.
SMILES	PABP1 MLLE inh	MT1-MMP act inh	Rpn11 block	Neddyl block	Rin1-Abl PPI inh	SKN-1 block	FAS-TE inh	CSN inh	NadD block
C=CC(COCc1ccccc1)N(CC(=O)OC)S(=O)(=O)c1cc(Br)ccc1OC (stereo unspecified)	2.0	1.4	i	i	4.1	-4.8	35.7	-1.0	-5.4
Cn1nc(C(C)(C)C)cc1N1C(=O)CCC1(C)C(=O)NCc1ccccc1 (stereo unspecified)	-3.2	6.1	i	i	0.4	-6.0	-13.1	-2.1	-6.7
CC(=O)NC1CC2CCCC(C1)N2C(=O)Nc1cccc(C(C)=O)c1 (stereo unspecified)	4.3	1.4	i	i	2.5	11.8	-2.7	-2.9	-1.6

New compounds follow:
SMILES	PABP1 MLLE inh	MT1-MMP act inh	Rpn11 block	Neddyl block	Rin1-Abl PPI inh	SKN-1 block	FAS-TE inh	CSN inh	NadD block
CC1(C)CC(C(N)=S)CCO1 (stereo unspecified)	21.8	1.4	i	i	2.1	3.1	-5.2	1.0	-1.2
O=C(c1cccnc1)N1CCN(c2ccc([N+](=O)[O-])cc2Cl)CC1	1.2	6.5	i	i	-1.5	9.8	-0.4	5.5	-1.9
CC1Cc2ccccc2N1S(=O)(=O)c1cccc(C(=O)N2CCN(c3ncccn3)CC2)c1 (stereo unspecified)	1.8	-6.8	i	i	0.0	-8.0	0.6	-1.2	-0.3
CCOc1ccc(Cl)cc1-c1cc(C(=O)Nc2ccc(Br)cc2)[nH]n1	15.2	-1.0	i	i	-2.3	13.0	17.7	27.6	15.5
COc1ccccc1Nc1nc(C)cc(=O)[nH]1	-0.2	2.7	i	i	-0.4	-4.6	-11.5	-2.5	-3.8
CCCn1c(=O)[nH]c(=O)c2[nH]cnc21	-6.4	-3.9	i	i	0.4	-2.1	-1.5	1.0	3.9
CCOc1ccc(CN(C)C(=O)CNC(=O)C2CCCCC2)cc1	-1.1	7.4	i	i	-0.9	-1.4	0.7	-1.0	-2.8

From PubChem BioAssay
